eIF2B yeast act = GCN4-lacZ reporter reduction in eIF2B-epsilon mutant yeast, primary screen, S. cerevisiae, eIF2B-epsilon R284H, Beta-Glo luminescence | inhibition, % at 25 µM (by protocol) | hit rate 0.91% among 27,000;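 active = mutant luminescence inhibited past about 50% while wild type luminescence and mutant growth stay under set limits, limit read from the data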; note: some compounds called inactive have numbers as strong as hits
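System: Yeast eIF2B-epsilon R284H mutant carrying GCN4–beta-galactosidase fusion | Read-out basis: Percent inhibition, luminescence and growth | Compound: 25 µM single dose | Times: 16 h at 30 °C exposure | Measured by: Luminescence and A595 | Buffer or medium: YPD medium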
Yeast growth tox = yeast growth toxicity, wild-type and mutant, primary screen, cytotoxicity control for eIF2B function restoration project, wild-type and eIF2Bepsilon R284H mutant, A595. S. cerevisiae wild-type growth, A595 turbidity, 16 h. growth inhibition, % at 25 µM (by protocol). hit rate 0.3% among 30,000;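 active = mutant and wild-type yeast strains alike exhibit over 30% growth inhibition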;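 note: 0% = untreated cell controls and 100% = YPD media blanks without cells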
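Incubation: 16 h growth with compound, 30 °C; Material: S. cerevisiae wild-type or eIF2Bepsilon-R284H mutant strain; Signal: turbidity measured as absorbance at 595 nm; Medium: YPD yeast growth medium; Measure: growth inhibition (%) versus cell controls and blanks; Doses: 25 µM single dose.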
Yeast growth tox inhibition % = recorded beside Yeast growth tox, whose call it bears; growth inhibition, %; S. cerevisiae eIF2Bepsilon-R284H mutant growth, A595 turbidity, 16 h;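 each compound tested once at 25 µM; 0% equals untreated cells and 100% equals cell-free medium blanks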
eIF2B yeast act mutant toxicity = further read-out of eIF2B yeast act, marked with its call; growth inhibition, %; measured here: mutant yeast growth, toxicity;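 each compound tested once at 25 µM; zero equals untreated control growth and 100 equals blank medium absorbance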
The depositor's hits bear a star; / = not tested or not shown. This is a subset (hit frequency here may not be typical).

SMILES	eIF2B yeast act	eIF2B yeast act mutant toxicity	Yeast growth tox	Yeast growth tox inhibition %
O=C(O)C1CC=CCC1C(=O)N1CCN(c2nc(-c3ccccc3Cl)c3cc(Br)ccc3n2)CC1 (stereo not drawn)	8	9	2	9
CC(Cc1ccccc1)NC(=O)CSc1nc2nc3c(cc2c(=O)n1-c1ccccc1)COC(C)(C)C3 (stereo not drawn)	-10	-20	-3	-20
CCCc1nnc(NC(=O)CSc2ncn[nH]2)s1	-10	23	-11	23
Cc1ncoc1C(=O)Nc1ccccc1C(N)=O	5	5	2	5
CCC(C)(C)NC(=O)CN(Cc1cccs1)C(=O)CNS(=O)(=O)c1ccc(C)cc1	/	/	1	19
O=C(Cn1cccc1)N1CCc2ccccc21	33	/	/	/
CCC1(C)Cc2c(sc3[nH]c(=O)[nH]c(=O)c23)CS1 (stereo not drawn)	17	4	6	4
COc1ccc(/C(N)=N/OC(=O)CSc2ccc(C)cc2)cc1	/	/	24	15
CS(=O)(=O)Nc1ccc(C(=O)NCCSC2CCCCC2)cc1	/	/	47	21
CCCCSc1ncc(C(=O)OCC)c(N)n1	-9	7	-8	7
CC(NC(=O)C1CCCCC1)c1ccc2c(c1)OCCO2 (stereo not drawn)	26	-9	11	-9
CC(C)Oc1ccc(C(=O)N(Cc2ccco2)C2CCS(=O)(=O)C2)cc1 (stereo not drawn)	37	4	1	4
CCC(C)(CC(=O)N(C)CCC#N)c1ccccc1 (stereo not drawn)	-5	-2	19	-2
CCC(=O)Nc1nnc(SCc2ccc(F)cc2)s1	/	/	0	-7
O=C(NCc1ccco1)c1nc2c(nnn2Cc2cccc(Cl)c2)c(=O)[nH]1	14	/	-25	0
Nn1c(Cc2cccc3ccccc23)nnc1SCC(=O)N1CC(=O)Nc2ccccc21	9	7	25	7
Cc1cccc(CSc2nnnn2-c2ccccc2)c1	17	24	7	24
CCCS(=O)(=O)N1CCC(C(=O)NCCc2ccc(C)cc2)CC1	44	-21	-3	-21
COC(=O)CSC1=C(C#N)C(c2ccc3c(c2)OCO3)C2=C(CCCC2=O)N1 (stereo not drawn)	-19	-14	8	-14
CCOc1ccc(C2C(C(=O)c3ccco3)=C(O)C(=O)N2CCCn2ccnc2)cc1 (stereo not drawn)	25	/	1	0

Arranged by SMILES length (high to low): some entries from above.
SMILES	eIF2B yeast act	eIF2B yeast act mutant toxicity	Yeast growth tox	Yeast growth tox inhibition %
CCCS(=O)(=O)N1CCC(C(=O)NCCc2ccc(C)cc2)CC1	44	-21	-3	-21
CC(NC(=O)C1CCCCC1)c1ccc2c(c1)OCCO2 (stereo not drawn)	26	-9	11	-9
CCCCSc1ncc(C(=O)OCC)c(N)n1	-9	7	-8	7

Further structures.
SMILES	eIF2B yeast act	eIF2B yeast act mutant toxicity	Yeast growth tox	Yeast growth tox inhibition %
O=C(CSC(=S)N1CCOCC1)N1N=CCC1c1ccccc1 (stereo not drawn)	31	-15	19	-15
Cc1cc(=O)n2[nH]c(-c3ccco3)nc2n1	22	-3	32	-3
CCOc1ccc(NC(=O)c2cnccn2)cc1	-8	/	/	/
COc1ccc(S(=O)(=O)Nc2c(C)n(C)n(-c3ccccc3)c2=O)cc1	11	-3	9	-3
CC(C)N1C[C@@]23C=C[C@@H](O2)C(C(=O)OCc2ccccc2)[C@H]3C1=O (stereo partly drawn)	-34	5	-26	5
Cc1cccc(N(CC(=O)NCC2CCCO2)C(=O)CCC(=O)Nc2cc(C)on2)c1 (stereo not drawn)	23	10	10	10
O=C(c1ccc(NC(=O)C2(c3ccccc3)CCOCC2)cc1)N1CCOCC1	-28	-4	5	-4
O=C1CSC(=O)N1CCOCCN1C(=O)CSC1=O	-3	3	0	3
CC(=O)c1sc(-c2c(C)nc3sccn23)nc1C1CCCC1	13	13	4	13
O=C(CCN1CCCCCC1)Nc1cccc(F)c1	/	/	12	11
COc1ccccc1CNC(=O)C(C)NS(=O)(=O)c1ccccc1 (stereo not drawn)	35	-7	-1	-7
CC(C)CC(C(=O)OCC(=O)Nc1ncc(Cl)cc1Cl)N1C(=O)c2ccccc2C1=O (stereo not drawn)	17	-15	18	-15
Cc1ccc(Cn2ccc(NC(=O)CCSc3nc(-c4ccco4)cc(C(F)(F)F)n3)n2)cc1	-18	-4	13	-4
Cc1ccc(CNC2=NCCCCC2)n1C	15	11	17	11
CCOC(=O)c1ccc2c(c1)nc(COc1ccc(OC)cc1)n2CC	/	/	16	2
O=C(Nc1cccnc1)C1(F)C(F)(F)C(F)(F)C(F)(F)C(F)(F)C1(F)F	22	9	2	9
C=CCNC(=O)C(C)Sc1ccc(Cl)cc1 (stereo not drawn)	19	5	1	5
O=c1c(-c2ccccc2)coc2c(CN3CCCC3)c(O)ccc12	-12	-15	-3	-15
O=C(NCCCCO)C(F)(F)C(F)(F)C(F)(F)C(=O)NCCCCO	27	-12	11	-12
Cc1nnc(SCC(N)=O)n1CCc1ccccc1	44	4	4	4
CCN(CC)C(=O)c1cc2c(=O)n3cccc(C)c3nc2n1C	25	-14	27	-14
O=C(CSc1ncn(-c2ccccc2)n1)c1cccs1	-6	-6	-10	-6
CC1CC(C)CN(CCCNC(=O)c2cn(C)c3ccc(S(=O)(=O)N4CCCC4)cc3c2=O)C1 (stereo not drawn)	19	-9	3	-9
CCOC(=O)Nc1sc(C(=O)N(CC)CC)c(C)c1C(=O)OCC	-30	29	-10	29
COc1ccccc1CC(NC(C)=O)C(=O)N1CCN(C(=O)c2cccs2)CC1 (stereo not drawn)	-1	/	/	/
O=C(c1cc2n(n1)C(C(F)(F)F)CC(c1ccco1)N2)N1CCc2ccccc2C1 (stereo not drawn)	-16	-27	12	-27
Cc1nnc(SC2CC(=O)N(c3ccccc3)C2=O)s1 (stereo not drawn)	21	19	16	19
Cc1ccc(C)c(N2C(=O)CN=C2Nc2ccccc2Cl)c1	16	/	17	0
CCOc1ccc(N(CC(=O)O)S(=O)(=O)c2ccc(F)cc2)cc1	21	-8	1	-8
CN(C(=O)c1cccc(C#N)c1)c1nnc(-c2cnccn2)s1	23	/	-7	0
CCN(CC)c1cc2nc(C)n(Cc3ccccc3)c(=O)c2cc1NC(=O)C1CC1	29	-10	15	-10
CCN(CCCNC(=O)CN(C)S(=O)(=O)c1cccc2nsnc12)c1ccccc1	16	/	4	0
Cc1ccc(C(=O)N2CCCC2)cc1Br	17	20	13	20
Cc1ccc(NC(=S)/C(=C(\[O-])c2ccc(C)c([N+](=O)[O-])c2)[n+]2ccccc2)cc1C	19	-24	-13	-24
NC(=O)CN1CCOCCOCCOCCOCCOCC1	-22	/	1	0
Cc1ccc2cc3c(nc2c1)N(Cc1ccco1)CC3	27	2	2	2
O=C(NC(C(=O)O)c1ccccc1)c1ccc(S(=O)(=O)N2CCOCC2)cc1 (stereo not drawn)	2	/	1	0
COc1cc2[nH]c(=O)n(CCC(=O)N3CC=C(c4ccccc4)CC3)c(=O)c2cc1OC	16	11	34	11
CC1CCC(C(C)C)C(OC(=O)CSc2nnc(N)s2)C1 (stereo not drawn)	16	/	9	0
COc1cccc(OCCNC(=O)c2cccc(OC)c2)c1	-13	25	16	25
COCCNC(=O)C(=O)Nc1ccc(Br)cc1	12	/	/	/
COc1ccc(C(=O)c2ccccc2Cl)cc1	9	15	9	15
Cc1c(NC(=O)c2cc(-n3cnnc3)ccc2Cl)cccc1-c1nc2ccccc2o1	17	-38	-72	-38
CCC(=O)Nc1ccc(NC(=O)c2ccco2)cc1	19	-8	2	-8
O=C(CC1(C(F)(F)F)OCCO1)Nc1ccc2c(c1)OCO2	23	-25	-12	-25
CC(=O)N1CCN(c2ccccc2NC(=O)COc2ccc(Cl)cc2Cl)CC1	/	/	-16	-19
COC(=O)c1[nH]c2ccccc2c1NC(=O)CN1CCN(c2cccc(OC)c2)C(C)C1 (stereo not drawn)	17	10	13	10
Cn1c(=N)n(CC(O)c2cccc3ccccc23)c2ccccc21 (stereo not drawn)	21	/	0	0
COCC(=O)Nc1c(C(=O)Nc2ccccc2OC)oc2ccccc12	10	-28	-17	-28
COc1ccc(CNc2nc(NCc3ccc(OC)cc3)n(S(C)(=O)=O)n2)cc1	12	-5	14	-5
Nc1nonc1-n1nncc1-c1ccccc1	2	/	/	/
Cc1ccc(-c2nnc3c4ccccc4c(C)nn23)cc1NC(=O)CN1CCOCC1	5	-15	7	-15
CCC(C)(C)c1ccc(OCCN2C(=O)NC(C)(C)C2=O)cc1	17	11	5	11
CCCNC(=O)CN(c1ccc(F)cc1)S(=O)(=O)c1ccc2c(c1)OCCO2	15	18	15	18
COc1ccccc1NC(=O)CNC(=O)c1ccccc1	-4	2	0	2
CCOC(=O)c1cc2sccc2n1CC(=O)O	5	23	6	23
O=C1OCc2cc(NS(=O)(=O)c3cccs3)ccc21	26	2	2	2
CCN1C(=O)CSc2ccc(C(=O)NCc3ccc(OC)cc3)cc21	-13	11	7	11
CC(NC(=O)c1cc2c(s1)CCCC2)C(C)(C)C (stereo not drawn)	-2	13	9	13
Cc1cc(C)nc(Nc2ncc(O)n2-c2ccccc2)n1	15	5	5	5
Other results follow:
SMILES	eIF2B yeast act	eIF2B yeast act mutant toxicity	Yeast growth tox	Yeast growth tox inhibition %
CCCCNC(=O)C1CCCN(S(=O)(=O)c2ccc(-n3cnnn3)cc2)C1 (stereo not drawn)	23	-14	-11	-14
CN(c1ccc(C(=O)O)cc1)S(=O)(=O)c1ccc(Cl)cc1	-49	12	10	12
Cc1nn(Cc2ccccc2)c(=O)n1N(C)c1ncc(C(F)(F)F)cc1Cl	18	10	27	10
COc1cc(C)c(CNc2cc(C)cc(C)c2)cc1C	26	11	3	11
COc1ccc(N2CCN(C(=O)C(OC(C)=O)c3ccccc3)CC2)cc1 (stereo not drawn)	/	/	6	-7
N#Cc1cn(Cc2ccccc2)c2ccccc12	/	/	9	15
COc1ccccc1OCCCCN1CCN(c2ccccc2OC)CC1	20	10	11	10
CC(=O)c1c(C)[nH]c(C(=O)OCn2nnc3ccccc3c2=O)c1C	21	-8	-18	-8
CCN(CC)CCP(=O)(c1ccccc1)c1ccccc1	19	8	20	8
COC(=O)c1ccc(CSc2nnnn2Cc2ccccc2)cc1	13	26	0	26
O=C1CC(c2ccccc2)Cc2nc(N3CCc4ccccc4C3)ncc21 (stereo not drawn)	-24	10	-1	10
COc1ccc(C(=O)NCC(C)CN(C)C)cc1 (stereo not drawn)	19	/	9	0

Gathered by group, the compounds so far containing two or more sulfur atoms
SMILES	eIF2B yeast act	eIF2B yeast act mutant toxicity	Yeast growth tox	Yeast growth tox inhibition %
CCCc1nnc(NC(=O)CSc2ncn[nH]2)s1	-10	23	-11	23
CCC(C)(C)NC(=O)CN(Cc1cccs1)C(=O)CNS(=O)(=O)c1ccc(C)cc1	/	/	1	19
CCC1(C)Cc2c(sc3[nH]c(=O)[nH]c(=O)c23)CS1 (stereo not drawn)	17	4	6	4
CS(=O)(=O)Nc1ccc(C(=O)NCCSC2CCCCC2)cc1	/	/	47	21
CCC(=O)Nc1nnc(SCc2ccc(F)cc2)s1	/	/	0	-7
O=C(CSC(=S)N1CCOCC1)N1N=CCC1c1ccccc1 (stereo not drawn)	31	-15	19	-15
O=C1CSC(=O)N1CCOCCN1C(=O)CSC1=O	-3	3	0	3
CC(=O)c1sc(-c2c(C)nc3sccn23)nc1C1CCCC1	13	13	4	13
O=C(CSc1ncn(-c2ccccc2)n1)c1cccs1	-6	-6	-10	-6
Cc1nnc(SC2CC(=O)N(c3ccccc3)C2=O)s1 (stereo not drawn)	21	19	16	19
CCN(CCCNC(=O)CN(C)S(=O)(=O)c1cccc2nsnc12)c1ccccc1	16	/	4	0
CC1CCC(C(C)C)C(OC(=O)CSc2nnc(N)s2)C1 (stereo not drawn)	16	/	9	0
O=C1OCc2cc(NS(=O)(=O)c3cccs3)ccc21	26	2	2	2
